Bioassay records from PubChem.
EWS-Fli inh – blocks EWS/Fli oncoprotein-driven transcription | hit rate 0.67% among 350,000 | A673 NR0B1-luciferase reporter, viability-normalised | inhibition, % at 12.6 µM;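 active = mean inhibition of at least 50% after viability correction, with every replicate also passing that limit; inconclusive = mean reaches 50% but only one of two replicates passes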;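 also: firefly luciferase signal divided by Alamar Blue viability fluorescence both relative to DMSO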
miR-122 sensor – blocks miR-122 activity in Huh7 sensor cells; Huh7 miR-122 Renilla luciferase sensor, 48 h; neutral wells = 0, positive control = 100; activation (reporter increase), % at 12.5 µM; hit rate 0.3% among 340,000; AID 602342;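 active = mean replicate activation score at least 90 and every replicate individually at or above 90; inconclusive = only one of the two criteria met; inactive = neither criterion met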;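 also: higher luciferase means less miR-122 activity so hits act as miR-122 inhibitors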
PAX8 reporter – lowers PAX8-driven luciferase in RMG-I cells. AID 652154. RMG-I TPO-luciferase reporter, SteadyGlo, 24 h. hit rate 1.2% among 360,000. inhibition, % at 12.6 µM;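 active = mean replicate inhibition at least 60% with every replicate also reaching 60%; inconclusive = only one of the two criteria is met; inactive = mean below 60% and not all replicates reaching 60%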;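 also: luciferase light reporting Pax8 driven TPO promoter activity; plate controls were median of neutral control wells for no effect and mitoxantrone controls for full effect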
FN deposit inh – fibronectin deposition inhibition. AH1F fibroblasts, Alexa488-fibronectin deposition fluorescence, overnight. inhibition, % at 12.6 µM. hit rate 0.086% among 350,000;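 active = mean inhibition across replicates of 30% or more, regardless of how many single replicates reach that level; inconclusive = mean under 30% yet at least half of replicates reach 30%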;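 also: positive control wells lacked labelled fibronectin entirely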
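test system = AH1F fibroblasts assembling fluorescent fibronectin matrix | quantity = 10000 AH1F cells per well | buffer or medium = DMEM plus 2% serum, read in PBS | doses = single dose, pinned | incubation = 1 h cell attachment, overnight exposure to compound and label | detection = fluorescence at 485 nm excitation, 525 nm emission | read-out basis = inhibition from reduced deposited-fibronectin fluorescence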
INS-1E GSIS act – GLuc luminescence reporter in INS-1E cells, primary screen for activators of glucose-dependent secretion of insulin | INS-1E GLuc reporter insulin secretion, 2-3 h | activation, % at 16.6 µM | hit rate 0.61% among 370,000;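 active = lowest replicate activation of at least 40%, so every replicate reaches that level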;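 also: 0% = median of neutral control wells and 100% = median of IBMX positive control wells; some compounds called inactive have numbers as strong as hits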
CFTR F508del cor – correctors of CFTR F508del function in bronchial epithelial cells | hit rate 0.36% among 350,000 | AID 720511 | CFBE cells, YFP halide quenching; stimulated with forskolin plus potentiator P3; % fluorescence drop versus neutral controls | activity (quench increase), % at 7.58 µM;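 active = mean added fluorescence quench of at least 8% versus neutral control, with both replicates also reaching 8%; inconclusive = only one of the mean or replicate conditions met; inactive = mean below 8% and not both replicates reaching 8%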;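 also: cells transiently co-express mutant CFTR-F508del with the halide-sensitive YFP; corrector assay measuring rescue of mutant channel to the surface after 24 h compound exposure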
DENV2 CPE – inhibitors of DENV2 cytopathic effect; DENV2-infected cells, cytopathic effect rescue, plate reader; CPE inhibition, % at 9.99 µM; hit rate 1.7% among 350,000; in the data active = CPE inhibition above about 20%, passing the limit was not always enough; inconclusive = no clear call, values can overlap the other calls; tested in BHK-21 cells;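 also: 0% = median of neutral control wells and 100% = median of positive control wells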
Active calls of the source: *; ? = inconclusive; / = no result given; [ ] = remark or other dose.

SMILES	EWS-Fli inh	miR-122 sensor	PAX8 reporter	FN deposit inh	INS-1E GSIS act	CFTR F508del cor	DENV2 CPE
Cc1ccc(C)c(S(=O)(=O)N2CCN(C(=O)c3cncc(Br)c3)CC2)c1	3	/	14	-6	-4	-2.3	6
COc1cc(CCC(=O)Nc2cc(S(=O)(=O)N3CCOCC3)ccc2OC(C)C)cc(OC)c1OC	7	7	-11	-3	-3	1.1	-2
CSc1nsc(SCC(=O)NCc2ccc(C)cc2)n1	9	-4	26	-6	6	-4.7	-9
CCOC(=O)N1CCN(C(=O)CSc2nnc(-c3c[nH]c4ccccc34)n2CCOC)CC1	/	-5	/	4	-19	/	/
COc1ccc(-c2cc3cc4c(cc3cn2)OCO4)cc1	-8	4	-74	12	2	-2.3	?
CC(NC(=O)C1CCN(C(=O)[C@@H]2Cc3ccccc3CN2)CC1)c1ccccc1 (stereo partly drawn)	2	-2	2	-11	17	2.4	7
Nc1nc2c(ncn2[C@@H]2O[C@H](C(=O)NCC(F)(F)F)[C@@H](O)[C@H]2O)c(=O)[nH]1	-7	/	-4	-5	24	1.8	-8
CCC1Sc2ccc(S(=O)(=O)CCC(=O)Nc3ccccc3Br)cc2NC1=O (stereo not drawn)	/	0	4	9	-2	-3.1	-7
CC(C)NC(=O)Nc1ccc2c(c1)CC(=O)N([C@H](C)CO)C[C@@H](C)[C@@H](CN(C)C(=O)NC1CCCCC1)O2	/	59[16.7 µM]	-2	/	4	-0.5	3
O=C(O)CCC(=O)/C=C/c1ccccc1	2	-3	-9	-3	1	-2.5	-2
Cc1ccccc1NC(=O)Cc1nc(COC(=O)CC(C)c2ccccc2)cs1 (stereo not drawn)	-3	1	6	-3	-25	-1.3	1
N#CCNc1ccc([N+](=O)[O-])cc1C#N	6	/	-1	-1	9	-0.6	?
Cc1ccc(S(=O)(=O)N2CCCC2C(=O)Oc2ccccc2)cc1 (stereo not drawn)	/	9	2	2	/	/	/
Cc1ccc(S(=O)(=O)N2CCC(C(=O)OCC(=O)N(C)CC(=O)Nc3ccc(F)cc3)CC2)cc1C	1	/	3	-2	-7	-1.5	-5
CCCN(C(=O)CSc1nnnn1C)c1c(N)n(Cc2ccccc2)c(=O)[nH]c1=O	0	/	0	17	16	-3.8	3
NC(=O)c1ccsc1NC(=O)CS(=O)(=O)c1ccc(F)cc1	-7	9	-10	3	-6	0.8	?
Cc1ccc(-c2c[n+](CC(=O)c3cccs3)c3n2CCC3)cc1	6	/	18	-7	/	0.4	-4
CCCNC(=O)Nc1ccc(F)c(Cl)c1	-10	12	-3	2	0	-0.3	13
CN(C)Cc1cn(CC[C@H]2CC[C@H](NC(=O)Cc3cccnc3)[C@H](CO)O2)nn1	-2	/	-26	0	2	0.9	-1
N#CCNC(=O)C1c2ccccc2Oc2ccccc21	9	-2	-1	4	1	0.4	2
O=C(NC1CCCC1)C(c1ccc(F)cc1)N(C(=O)c1csnn1)c1ccccc1 (stereo not drawn)	-9	-6	-10	4	4	-3.1	-4
Cn1c(-c2ccc(F)cc2)cnc1SCC(=O)N1CCCCC1	/	-4	-72	-3	/	/	/
CC(CC(=O)O)CC(=O)N1CCN(S(=O)(=O)c2cccs2)CC1 (stereo not drawn)	-4	-2	-11	/	7	-0.5	?
Cc1ccc(S(=O)(=O)Nc2cccc3c2O[C@H](CN(C)CC2CCCCC2)[C@@H](C)CN([C@@H](C)CO)C3=O)cc1	-2	34[16.7 µM]	-2	/	24	0.3	-3
CCn1c(O)c(N=NC(=O)c2cccc(S(=O)(=O)N3CCCCC3)c2)c2ccccc21	24	/	10	0	-35	/	1
CCNC(=O)C[C@H]1CC[C@H]2[C@@H](COC[C@H](O)CN2C(=O)C2CC2)O1	1	6[16.7 µM]	-14	-9	10	-1.4	1
Cn1ncc(Cl)c1C(=O)NC1CCCC1	-2	5	11	0	-4	-2.7	9
COc1cc(C(C)=O)ccc1OCC(O)CNCC1(N2CCCCC2)CCCCC1 (stereo not drawn)	/	-13	-6	1	/	/	/
COc1ccc(NS(=O)(=O)c2cccc(C(=O)N/N=C/c3ccc(O)cc3)c2)cc1	9	3	1	3	5	-2.7	-5
O=C(C[C@H]1CC[C@H](NC(=O)C2CCOCC2)[C@@H](CO)O1)Nc1ccccc1	4	/	/	/	17	4.2	16
CC(C)CN1C(=O)CN(S(C)(=O)=O)CC1(C)C(=O)NC(C)C (stereo not drawn)	-10	/	13	2	26	-0.2	27*
CC(C)C#Cc1ccc([C@H]2[C@@H](CO)N3CCCCN(C(=O)c4ccc(F)cc4)C[C@@H]23)cc1	3	0[16.7 µM]	9	/	-14	4.0	2
CC(SCc1ccccc1)C(=O)NN=C1CCN(C)CC1 (stereo not drawn)	-8	3	/	/	-11	0.0	2
O=C(O)CN1C(=O)c2ccc(Oc3cccc4c3C(=O)N(CC(=O)O)C4=O)cc2C1=O	/	1	/	0	12	/	/
COC(=O)[C@]1(Cc2ccccc2)N[C@H](c2ccc(-c3cccc(Cl)c3)c(OC)c2)[C@@H]2C(=O)N(C)C(=O)[C@@H]21	28	4	59	16	3	0.7	?
Cc1cccc(NC(=O)CCCn2cc([N+](=O)[O-])cn2)n1	6	1	18	-1	0	-1.9	14
Cc1ccc(-c2nn(-c3ccccc3)cc2NC(=O)CCl)cc1	7	/	-53	-1	3	-2.2	-8
C/C(=N/OC(=O)c1ccc(Br)cc1)c1ccc(C)cc1	-22	-1	5	2	12	-0.9	5
CCCN1C[C@H](C)[C@@H](OC)CN(C)C(=O)c2ccc(NC(=O)CC)cc2OC[C@H]1C	1	-3[16.7 µM]	/	-2	-5	-0.3	/
COC(=O)c1cccc(Oc2cccc(C(F)(F)F)c2)n1	2	0	-3	-1	-3	-1.2	1
COC(=O)[C@]12CCCCC=C1N(Cc1ccccc1)C(=O)[C@H](CC(=O)NCCCN1CCCC1=O)C2	0	/	-14	3	21	-0.5	7
CN(C)C(=O)C[C@H]1CC[C@H](NC(=O)c2ccc(F)cc2)[C@@H](CO)O1	6	-9[16.7 µM]	-3	-9	5	0.0	1
C[C@H](CO)N1C[C@H](C)[C@@H](CN(C)C(=O)Nc2ccccc2)Oc2ccc(NS(=O)(=O)c3cccs3)cc2CC1=O	-8	2[16.7 µM]	4	/	1	1.1	-3
CCOC(=O)c1c(C)[nH]c(C(=O)COC(=O)C(C)Oc2ccc(Cl)cc2Cl)c1C (stereo not drawn)	-5	10	40	-2	1	-1.7	9
O=C(NC(=S)Nc1cc(S(=O)(=O)N2CCOCC2)ccc1O)c1ccco1	4	3	0	22	6	1.7	-2
COc1ccc(C(=O)NNC(=S)NC(=O)c2cc(-c3ccccc3)nc3ccccc23)cc1	/	-5	-30	-17	/	/	/
O=C(c1cccnc1)N1C[C@H]2[C@@H](c3ccccc31)[C@H](CO)N2C(=O)Nc1ccccc1F	-53	5[16.7 µM]	-3	/	-3	-1.0	-4
Clc1cccc(N/N=C(\Cc2nc3ccccc3[nH]2)c2ccccc2)c1	/	6	-5	/	3	/	/
C[C@H]1CN([C@@H](C)CO)C(=O)Cc2cc(NS(C)(=O)=O)ccc2O[C@@H]1CN(C)Cc1ccc(-c2ccccc2)cc1	/	18[16.7 µM]	14	/	/	1.4	2
CC(C)Cn1c(/C=C/c2ccco2)nc2ccccc21	8	/	-5	0	/	/	0

Additional records follow.
SMILES	EWS-Fli inh	miR-122 sensor	PAX8 reporter	FN deposit inh	INS-1E GSIS act	CFTR F508del cor	DENV2 CPE
COc1cc(OC)c2c(-c3cccc(-c4ccc(C#N)cc4)c3)cc(=O)oc2c1	56*	0	-25	-9	-9	0.7	-1
COCCNC(=O)[C@H]1[C@H](CO)[C@H]2Cn3c(ccc(-c4ccc(OC)cc4)c3=O)[C@@H]1N2C(=O)NC(C)C	4	1[16.7 µM]	-5	/	5	-4.6	-5
O=C(NCC1CCCCN1)c1cc(OCC(F)(F)F)ccc1OCC(F)(F)F (stereo not drawn)	-2	4	-4	-5	-17	-1.0	-6
CCCNC(=O)c1cc(C2CCCCN2C(=O)c2ccc(C#N)cc2)on1 (stereo not drawn)	1	0	-4	1	/	-1.4	2
O=C(COC(=O)C1CCN(S(=O)(=O)c2ccc3c(c2)OCCO3)CC1)Nc1cccc2ccccc12	5	-5	2	/	2	/	/
Cc1cc(NC(=O)C(C)SCC(=O)Nc2ccc(C(=O)OC(C)C)cc2)no1 (stereo not drawn)	25	11	18	5	/	-3.1	2
O=C(NC1CCN(Cc2ccccc2)CC1)c1cncc(Br)c1	-4	-4	16	-2	8	0.5	1
CCOc1ccc(CCNC(=O)COC(=O)CCS(=O)(=O)c2ccc(C)cc2)cc1OCC	1	/	-3	-2	54*	-0.6	9
c1cc(-c2cccs2)nc(-c2cccs2)c1	14	/	5	/	5	2.8	8
O=C(O)CCn1cc(C(=O)O)c(-c2ccccc2)n1	2	6	20	2	26	0.6	?
CCC(=O)N1CCCCN2[C@H](C1)[C@@H](c1ccc(C#CCOC)cc1)[C@@H]2CO	-6	4[16.7 µM]	-3	/	19	-0.8	-2
CC1(C(=O)NCc2cccc3ccccc23)CCN1Cc1cccc2c1OCO2 (stereo not drawn)	10	-5	26	-9	-43	-2.5	-2
O=C(O)c1cccc2c1C(=O)c1ccccc1-2	-8	-6	-3	12	3	/	10
Cn1c(=O)[nH]c(=O)c2c1nc(N1CCN(CCO)CC1)n2Cc1ccccc1	-6	/	13	8	5	-0.9	5
CN(C(=O)C1CCCN1S(=O)(=O)c1ccc(Cl)cc1)c1ccccc1 (stereo not drawn)	0	/	-3	-1	17	0.2	?
CCOC(=O)c1c(C)[nH]c(C)c1C(=O)CSc1ncccn1	8	0	/	/	/	-0.7	4
C[C@H](CO)N1C[C@H](C)[C@H](CN(C)Cc2ccc(C(F)(F)F)cc2)Oc2ccc(NS(C)(=O)=O)cc2C1=O	6	5[16.7 µM]	-4	/	-6	3.2	6
Cc1cn([C@H]2C[C@H](O)[C@@H](CCC(=O)NCCc3ccc4ccccc4c3)O2)c(=O)[nH]c1=O	4	0	12	-4	-1	3.5	?
O=C1C(Cc2ccc(O)cc2)NC(=S)N1C1CCCCC1 (stereo not drawn)	-5	-10	-10	1	-7	1.9	-7
Cc1ccc(NC(=O)c2cnccn2)cc1C	-58	1	-64	10	2	1.1	19

Ordered by number of heavy atoms (highest first): some entries from above.
SMILES	EWS-Fli inh	miR-122 sensor	PAX8 reporter	FN deposit inh	INS-1E GSIS act	CFTR F508del cor	DENV2 CPE
Cc1cn([C@H]2C[C@H](O)[C@@H](CCC(=O)NCCc3ccc4ccccc4c3)O2)c(=O)[nH]c1=O	4	0	12	-4	-1	3.5	?
CCC(=O)N1CCCCN2[C@H](C1)[C@@H](c1ccc(C#CCOC)cc1)[C@@H]2CO	-6	4[16.7 µM]	-3	/	19	-0.8	-2
O=C1C(Cc2ccc(O)cc2)NC(=S)N1C1CCCCC1 (stereo not drawn)	-5	-10	-10	1	-7	1.9	-7

(more compounds)
SMILES	EWS-Fli inh	miR-122 sensor	PAX8 reporter	FN deposit inh	INS-1E GSIS act	CFTR F508del cor	DENV2 CPE
CCOCCn1cnc2sc(C(=O)NCCCN3CCOCC3)c(C)c2c1=O	-9	-10	-27	-6	-1	0.2	2
CC(C)NC(=O)Nc1cccc2c1O[C@@H](CN(C)S(=O)(=O)c1cn(C)cn1)[C@H](C)CN([C@H](C)CO)C2=O	-3	-4[16.7 µM]	/	1	5	-0.1	?
O=C(O)C1CCN(S(=O)(=O)c2cccc3nonc23)CC1	/	/	-16	4	-8	0.0	-5
COc1ccccc1CNC(=O)C[C@@H]1C[C@@H]2c3cc(NC(=O)c4cccnc4)ccc3O[C@@H]2[C@H](CO)O1	-3	-1[16.7 µM]	-1	/	-1	2.3	3
COc1ccc(C2=NN(c3nc4ccccc4s3)C(=O)/C2=C\N(C)C)cc1	/	3	19	-1	11	/	/
